Tcruzi prolif: T. cruzi intracellular proliferation inhibitors, primary screen, cell-based, beta-gal Tulahuen parasites, NIH3T3 host, luminescence. T. cruzi beta-gal in NIH3T3, GalScreen luminescence, 90 h. 5.9% of 77,000 active. AID 624255, 2012. inhibition, % at 8.34 µM;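 active = mean inhibition above about 93%, with at least 55% of replicates each passing it, limit read from the data, passing the limit was not always enough; inconclusive = only one of those two conditions holds; inactive = neither condition holds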
GASC1 inh: inhibitors of GASC-1 (KDM4C) histone demethylase, primary screen, biochemical, single concentration HTS. GST-KDM4C 2-372, H3K9me3 peptide, LANCE TR-FRET. 0.15% of 96,000 active. inhibition, % at 12.5 µM. Lysine-specific demethylase 4C (Homo sapiens), Q9H3R0;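 active = mean replicate inhibition above about 25%, with at least 55% of replicates also reaching it, limit read from the data, passing the limit was not always enough; inconclusive = only one of those two conditions met; inactive = neither condition met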
Target sequence (Q9H3R0 2-372 limits assumed): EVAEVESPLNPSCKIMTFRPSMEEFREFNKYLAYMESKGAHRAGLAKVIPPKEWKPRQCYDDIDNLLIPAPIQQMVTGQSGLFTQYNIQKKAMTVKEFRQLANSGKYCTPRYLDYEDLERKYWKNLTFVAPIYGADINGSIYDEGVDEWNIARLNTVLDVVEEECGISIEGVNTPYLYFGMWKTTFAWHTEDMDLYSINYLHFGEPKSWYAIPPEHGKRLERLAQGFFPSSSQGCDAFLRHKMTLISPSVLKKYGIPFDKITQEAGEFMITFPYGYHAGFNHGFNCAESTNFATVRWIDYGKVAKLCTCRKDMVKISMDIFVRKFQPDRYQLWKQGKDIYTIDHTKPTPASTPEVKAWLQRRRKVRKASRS
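material = GST-tagged GASC-1 (JMJD2C) catalytic fragment, aa 2-372 | amount = enzyme final amount 10 nM | medium = HEPES buffer, pH 7.5, plus ascorbate | also added = H3K9me3 peptide substrate, Fe(II), 2-oxoglutarate | dosing = single dose | times = 30 min demethylation and 1 h detection at room temperature | detection = LANCE TR-FRET | read-out basis = Fall in 671/618 emission ratio as inhibition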
C diff growth: C. difficile growth inhibitors, primary screen, HTS. Clostridium difficile clinical isolate growth, OD600, 24 h; stronger effect = lower value. growth activity, negative = inhibition, % at 16 µg/mL (by protocol). 0.25% of 86,000 active. AID 1259249, 2017;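 active = mean growth activity at or below -80% and every replicate also at or below -80%; inconclusive = mean at or below -80% but some replicate above -80%; inactive = mean growth activity above -80%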;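 also: 0% = DMSO wells and -100% = levofloxacin 16 µg/mL wells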
Pf Dd2 growth: P. falciparum Dd2 growth inhibitors, primary screen, SYBR Green fluorescence, single dose replicates; AID 1159554, 2015; 72 h; stronger effect = lower value; 2.3% of 94,000 active; activity change, % at 10 µM; in the data active = activity change below about -80%; inconclusive = no clear call, values can overlap the other calls
* hit, by the source's call; ? = inconclusive; . = not tested or not shown; & = joins results of further samples.

no. | compound | Tcruzi prolif | GASC1 inh | C diff growth | Pf Dd2 growth
1 | COc1ccc(NC(=O)N(C)C[C@H]2Oc3ccc(NC(=O)CCN4CCOCC4)cc3C(=O)N([C@H](C)CO)C[C@@H]2C)cc1 | 44 | -0.7 | 1 | 6
2 | C[C@H](CO)N1C[C@H](C)[C@H](CN(C)CC2CC2)OCCCC[C@H](C)Oc2ccc(NC(=O)Nc3ccc(C(F)(F)F)cc3)cc2C1=O | . | -0.5 | 72 | -79
3 | C[C@H](CO)N1C[C@H](C)[C@@H](CN(C)S(=O)(=O)c2cccs2)OCCCC[C@H](C)Oc2ccc(NC(=O)CCC(F)(F)F)cc2C1=O | 64 | -0.4 | -9 | -53
4 | N#Cc1cccc(-c2ccc([C@@H]3[C@@H](CO)N4CCCCN(S(=O)(=O)c5ccccc5)C[C@@H]34)cc2)c1 | 29 | -0.2 | 6 | -14
5 | CO[C@@H]1CN(C)C(=O)c2cc(NC(=O)C3CC3)ccc2OC[C@@H](C)N(Cc2ccc(F)cc2)C[C@@H]1C | 9 | 0.7 | . | .
6 | Cc1noc(C)c1S(=O)(=O)N(C)C[C@@H]1Oc2ccc(NC(=O)Nc3cccc4ccccc34)cc2CC(=O)N([C@H](C)CO)C[C@H]1C | 17 | 15 | -7 | -8
7 | C[C@@H]1CCCCO[C@H](CN(C)S(=O)(=O)c2ccc(F)cc2)[C@@H](C)CN([C@H](C)CO)C(=O)c2cc(NC(=O)Nc3cccc4ccccc34)ccc2O1 | 63 | 12 | -3 | -3
8 | C[C@H]1CN([C@@H](C)CO)C(=O)Cc2cc(NS(=O)(=O)c3cccs3)ccc2O[C@H]1CN(C)CC1CCCCC1 | 62 | -0.5 | -12 | -6
9 | N#C[C@H]1[C@@H](c2ccc(C#CC3CCCC3)cc2)[C@H](CO)N1C(=O)Nc1ccc(F)cc1 | 93 | -0.3 | -9 | -14
10 | COc1ccc2c3c(n(C)c2c1)[C@H](CO)N(C(=O)c1ccc(F)cc1)CC31CN(C)C1 | . | -0.4 | -5 | -1
11 | C[C@H]1CN([C@@H](C)CO)S(=O)(=O)c2ccc(-c3cccnc3)cc2O[C@@H]1CN(C)C(=O)NC1CCCC1 | . | -2.1 | 7 | 13
12 | C[C@H](CO)N1C[C@H](C)[C@@H](CN(C)C(=O)C2CCOCC2)Oc2ncc(C#CC(C)(C)O)cc2C1=O | 3 | -1.6 | 0 | 28
13 | CCCC#Cc1cnc2c(c1)C(=O)N([C@H](C)CO)C[C@H](C)[C@@H](CN(C)Cc1ccncc1)O2 | 55 | 1.0 | 4 | -10
14 | CC=Cc1ccc2n(c1=O)C[C@H]1[C@H](CO)[C@@H](C(=O)NCCC)N(CCC(F)(F)F)[C@@H]21 (mixture of isomers) | 16 | 3.0 | -1 | -5
15 | C[C@@H]1CN([C@@H](C)CO)C(=O)c2cccc(NC(=O)Nc3ccc(F)cc3)c2O[C@H]1CN(C)S(=O)(=O)c1cccs1 | 12 | -0.8 | -3 | -17
16 | COc1ccc(NC(=O)N(C)C[C@@H]2OCCCC[C@@H](C)Oc3ccc(NC(=O)NC4CCCCC4)cc3C(=O)N([C@@H](C)CO)C[C@@H]2C)cc1 | -10 | -0.1 | -2 | -60
17 | C[C@@H](NC(=O)C[C@H]1C=C[C@H](NC(=O)c2cccnc2)[C@@H](CO)O1)c1ccccc1 | -29 | 1.4 | 1 | 10
18 | Cc1noc(C)c1S(=O)(=O)Nc1ccc2c(c1)C(=O)N([C@@H](C)CO)C[C@H](C)[C@@H](CN(C)C(=O)Nc1ccccc1)O2 | 21 | 0.4 | 0 | 11
19 | COc1ccc(S(=O)(=O)N(C)C[C@H]2Oc3ccc(NC(=O)Cc4ccccc4)cc3CC(=O)N([C@H](C)CO)C[C@@H]2C)cc1 | . | 14 | -7 | -31
20 | C[C@H](CO)N1C[C@H](C)[C@@H](CN(C)Cc2ccncc2)OCCCC[C@H](C)Oc2ccc(NC(=O)CCC(F)(F)F)cc2C1=O | 27 | 0.5 | -2 | 33
21 | COc1ccc(NC(=O)Nc2ccc3c(c2)C(=O)N([C@H](C)CO)C[C@H](C)[C@@H](CN(C)S(C)(=O)=O)O3)cc1 | -184 | -0.9 | -4 | 21
22 | CC(C)NC(=O)N[C@H]1CC[C@H](CC(=O)NC2Cc3ccccc3C2)O[C@H]1CO | -17 | -0.6 | . | 1
23 | O=C(NC1CCCCC1)[C@H]1[C@H](CO)[C@H]2Cn3c(cccc3=O)[C@H]2N1CC1CCOCC1 | 49 | 1.5 | -1 | .
24 | C[C@@H](NC(=O)C[C@@H]1CC[C@H]2[C@@H](COC[C@@H](O)CN2C)O1)c1ccccc1 | -100 | 3.2 | 8&-4 | -16
25 | O=C(NCC1CC1)[C@@H]1[C@@H](CO)[C@@H]2Cn3c(ccc(-c4cccnc4)c3=O)[C@H]1N2C(=O)C1CCC1 | 65 | -1.5 | -2 | 2
26 | COc1ccc(CN(C)C[C@H]2OCCCC[C@@H](C)Oc3ccc(N(C)C)cc3C(=O)N([C@@H](C)CO)C[C@@H]2C)cc1 | 47 | 7.1 | 4 | -44
27 | CC(C)C#Cc1ccc2c(c1)O[C@H](CN(C)Cc1ccccc1)[C@H](C)CN([C@H](C)CO)S2(=O)=O | 105* | 2.5 | 7 | -54
28 | COc1ccc(NC(=O)N(C)C[C@@H]2OCCCC[C@H](C)Oc3ccc(NC(=O)Nc4ccccc4)cc3C(=O)N([C@@H](C)CO)C[C@@H]2C)cc1 | -26 | -2.3 | 2 | -20
29 | CO[C@H]1CN(C)C(=O)c2ccc(NC(=O)c3ccccc3F)cc2OC[C@H](C)N(C(C)=O)C[C@H]1C | 18 | 1.5 | . | -14
30 | C[C@@H]1CN([C@@H](C)CO)C(=O)Cc2cc(NC(=O)C3CC3)ccc2O[C@H]1CN(C)Cc1ccccc1 | -1 | -1.0 | 3 | -40
31 | CO[C@@H]1CN(C)C(=O)c2ccc(NC(=O)Nc3cc(F)ccc3F)cc2OC[C@@H](C)NC[C@@H]1C | -38 | 2.7 | . | -25
32 | O=C(Nc1cc(F)ccc1F)N1CC(=O)N2[C@@H](CO)[C@H](c3ccc(C#CC4CCCC4)cc3)[C@@H]2C1 | . | 1.0 | -12 | -8
33 | CCCC#Cc1cnc2c(c1)C(=O)N([C@@H](C)CO)C[C@H](C)[C@@H](CN(C)C(=O)NC1CCCC1)O2 | 35 | 1.1 | 6 | -34
34 | CNC[C@@H]1OCCCC[C@@H](C)Oc2ccc(NC(=O)Nc3ccc(C(F)(F)F)cc3)cc2C(=O)N([C@H](C)CO)C[C@@H]1C | 5 | -0.7 | 23 | 7
35 | C[C@@H]1CN([C@H](C)CO)C(=O)Cc2cc(NC(=O)CCC(F)(F)F)ccc2O[C@H]1CN(C)Cc1ccc(C(=O)Nc2ccccc2N)cc1 | . | -0.1 | 11 | -54
36 | COc1ccc(NC(=O)Nc2cccc3c2O[C@H](CN(C)S(=O)(=O)c2cccs2)[C@H](C)CN([C@H](C)CO)C3=O)cc1 | 32 | -1.0 | -1 | -7

The results go on:
no. | smiles | Tcruzi prolif | GASC1 inh | C diff growth | Pf Dd2 growth
37 | O=S(=O)(c1ccccc1)N1CC2(C1)[C@H](c1ccccc1)[C@H](CO)N2CC1CCOCC1 | . | -0.6 | 5 | 10
38 | CN(C)C(=O)c1ccc(-c2ccccc2[C@@H]2[C@@H](CO)N(C(=O)C3CCCC3)[C@H]2C#N)cc1 | . | 0.0 | 0 | 7
39 | C[C@H](NC(=O)C[C@H]1CC[C@H]2[C@H](COc3ccc(NC(=O)C4CCOCC4)cc3C(=O)N2C)O1)c1ccccc1 | 24 | -2.3 | 0 | 1
40 | C[C@@H]1CCCCO[C@@H](CN(C)Cc2ccncc2)[C@@H](C)CN([C@@H](C)CO)C(=O)c2cc(NS(=O)(=O)c3ccccc3)ccc2O1 | -89 | 0.3 | -1 | -53
41 | CCCNC(=O)C[C@@H]1C[C@@H]2c3cc(NS(C)(=O)=O)ccc3O[C@@H]2[C@@H](CO)O1 | -59 | 0.2 | -1 | 28
42 | CS(=O)(=O)Nc1ccc2c(c1)[C@H]1C[C@@H](CC(=O)NCC3CC3)O[C@H](CO)[C@H]1O2 | 9 | 21 | . | 8
43 | COCCN(C[C@@H]1N[C@@H](CO)[C@H]1c1ccc(-c2cccc(F)c2)cc1)C(C)=O | ? | 0.9 | -3 | 8
44 | CN1[C@@H]2c3ccc(C4=CCCC4)c(=O)n3C[C@@H]2[C@@H](CO)[C@@H]1C(=O)NCc1ccccc1F | 74 | 0.4 | 2 | .
45 | COc1ccc(NC(=O)Nc2ccc3c(c2)C(=O)N([C@@H](C)CO)C[C@H](C)[C@@H](CN(C)S(=O)(=O)c2ccc(Cl)cc2)OCCCC[C@@H](C)O3)cc1 | 107* | -0.5 | -3 | -80
46 | C[C@@H](NC(=O)C[C@@H]1CC[C@@H]2[C@H](COC[C@@H](O)CN2C(=O)Nc2cc(Cl)cc(Cl)c2)O1)c1ccccc1 | 91 | 0.0 | . | -12
47 | COc1ccc2c3c([nH]c2c1)[C@@H](CO)N(Cc1ccccc1F)CC31CCN(C(=O)C2CC2)CC1 | . | -1.4 | 2 | -85*
48 | CCNC(=O)Nc1ccc2c(c1)C(=O)N(C)[C@@H]1CC[C@@H](CC(=O)Nc3ccccc3)O[C@@H]1CO2 | -17 | -4.4 | -3 | 17
49 | Cc1noc(C)c1S(=O)(=O)Nc1ccc2c(c1)CC(=O)N([C@@H](C)CO)C[C@@H](C)[C@@H](CN(C)CC1CCCCC1)O2 | 22 | 1.2 | 0 | -12
50 | CO[C@@H](CN(C)C(=O)c1cnccn1)[C@H](C)CN([C@@H](C)CO)S(=O)(=O)c1ccccc1 | -33 | -0.3 | . | 20
51 | CN(C)CC(=O)N[C@@H]1CC[C@H](CCn2cc(CN(C)C)nn2)O[C@H]1CO | 3 | 2.7 | -6 | 20
52 | COc1ccccc1-c1cn(CC[C@H]2CC[C@H](NC(=O)c3cnccn3)[C@H](CO)O2)nn1 | 6 | 0.4 | -2 | 0
53 | C[C@H](CO)N1C[C@H](C)[C@@H](CN(C)S(=O)(=O)c2ccc(F)cc2)Oc2ccc(NC(=O)CCN3CCOCC3)cc2CC1=O | 22 | 0.8 | 6 | -15
54 | CN(C)C(=O)c1ccc(-c2cccc(-c3nc(C(=O)NC4CCC4)cc4c3[C@H](CCO)N([S@@](=O)C(C)(C)C)C4)c2)cc1 | 54 | 0.3 | . | -55
55 | CCNC(=O)C[C@H]1CC[C@@H]2[C@H](COC[C@@H](O)CN2Cc2ccc(Cl)c(Cl)c2)O1 | 20 | -1.0 | . | -9
56 | C[C@@H]1CN([C@@H](C)CO)C(=O)c2cccc(NS(=O)(=O)c3ccccc3)c2O[C@@H]1CN(C)Cc1ccc(C(=O)Nc2ccccc2N)cc1 | 81 | -1.9 | -11 | -92*
57 | C[C@H](CO)N1C[C@H](C)[C@@H](CN(C)C(=O)Nc2ccc(F)cc2)Oc2ccc(NS(=O)(=O)c3ccccc3)cc2CC1=O | . | 0.9 | 2 | 17
58 | C[C@@H]1CN([C@H](C)CO)C(=O)c2ccccc2-c2ccccc2CO[C@@H]1CN(C)C(=O)c1ccncc1 | 43 | -0.8 | -1 | 21
59 | CC(C)NC(=O)N[C@H]1CC[C@@H](CC(=O)NCc2ccc(Oc3ccccc3)cc2)O[C@H]1CO | -59 | -0.8 | . | -4
60 | C[C@@H]1CCCCO[C@H](CN(C)S(=O)(=O)c2ccc(Cl)cc2)[C@@H](C)CN([C@H](C)CO)C(=O)c2cc(NS(=O)(=O)c3ccccc3)ccc2O1 | 57 | -1.7 | -2 | -19
61 | COc1ccccc1C#Cc1ccc2c(c1)O[C@@H](CN(C)Cc1ccccc1)[C@H](C)CN([C@@H](C)CO)S2(=O)=O | 119* | -3.7 | 14 | -66
62 | C[C@@H]1CCCCO[C@H](CN(C)CC2CC2)[C@H](C)CN([C@@H](C)CO)C(=O)c2cc(NC(=O)Nc3ccccc3)ccc2O1 | 92 | 0.0 | 1 | ?
63 | CC(C)NC(=O)Nc1ccc2c(c1)C(=O)N([C@@H](C)CO)C[C@H](C)[C@@H](CN(C)S(=O)(=O)c1ccc(F)cc1)O2 | 27 | 1.6 | 0 | -9
64 | CC(C)C#Cc1ccc2c(c1)O[C@@H](CN(C)CC1CCOCC1)[C@H](C)CN([C@@H](C)CO)S2(=O)=O | 86 | 0.7 | -4 | -52

Screening results from PubChem.
